From PubChem BioAssay
hIAP activ: human IAP activation; P09923; purified human IAP, CDP-Star luminescence, 30 min; active compounds read high; 1 = vehicle-only enzyme, 0 = enzyme-free background; 0.16% of 330,000 active; activation factor at 10 µM;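 active = activation factor of the enzyme at least 2-fold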; note: the source names both 10 and 20 µM as test concentration; values of inactives mirror those of a sister screen read the other way
Target sequence (P09923 whole entry, looked up): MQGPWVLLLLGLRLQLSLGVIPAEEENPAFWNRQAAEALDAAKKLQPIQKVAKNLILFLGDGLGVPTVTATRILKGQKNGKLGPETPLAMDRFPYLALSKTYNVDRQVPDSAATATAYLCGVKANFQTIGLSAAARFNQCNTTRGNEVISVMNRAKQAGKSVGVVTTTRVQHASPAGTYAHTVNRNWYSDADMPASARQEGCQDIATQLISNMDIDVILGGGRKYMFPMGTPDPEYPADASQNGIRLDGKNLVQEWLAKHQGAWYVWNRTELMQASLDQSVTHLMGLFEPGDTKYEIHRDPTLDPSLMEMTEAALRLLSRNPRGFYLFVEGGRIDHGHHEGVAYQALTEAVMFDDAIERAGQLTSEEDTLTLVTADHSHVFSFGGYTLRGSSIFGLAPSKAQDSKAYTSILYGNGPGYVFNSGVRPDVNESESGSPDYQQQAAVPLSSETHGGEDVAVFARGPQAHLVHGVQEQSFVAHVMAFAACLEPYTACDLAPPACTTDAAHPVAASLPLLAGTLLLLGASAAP
mIAP inh: mouse IAP inhibition; 0.2% of 330,000 active; inhibition, % at 10 µM; AID 2806; purified mouse IAP, CDP-Star luminescence, 30 min;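 active = inhibition of at least 40% at 10 µM in the primary screen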;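 note: plate controls were DMSO with enzyme for no effect and no enzyme wells for full effect; values of inactives mirror those of a sister screen read the other way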
tim10-1 inh: tim10-1 yeast growth inhibition; S. cerevisiae tim10-1 ts strain growth, BacTiter-Glo, 24 h; inhibition, % at 20 µM; 2.2% of 330,000 active; AID 463190;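 active = inhibition of at least 40%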;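 note: mutant grown at 25 °C; 0% = DMSO wells with yeast and 100% = wells holding no yeast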
hIAP block: blocks human intestinal alkaline phosphatase. 0.12% of 330,000 active. inhibition, % at 10 µM. purified IAP, CDP-Star luminescence, 30 min. AID 2544;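 active = inhibition reaching a set limit with compound at 10 µM in the primary screen, cut at about 35% in these data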;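 note: plate controls were DMSO wells with enzyme for no effect and no-enzyme buffer wells for full effect; values of inactives mirror those of a sister screen read the other way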
Apaf1 inhib: blocks human Apaf-1 apoptosome activity; O14727; reconstituted apoptosome caspase-3 activity, DEVD-Rh110 fluorescence; inhibition, % at 20 µM; 0.71% of 330,000 active; active = inhibition of at least 40% at 20 µM;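 note: plate controls were DMSO wells for no effect and DEVD-CHO caspase inhibitor wells for full effect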
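Material: reconstituted apoptosome with Apaf-1, cytochrome c, caspase-9, procaspase-3, dATP; medium: pH 7.5 Hepes buffer with CHAPS, BSA, DTT; also added: cytochrome c and DEVD-Rh110 substrate; timing: 30 min plus 50 min, RT; signal: Rh110 fluorescence intensity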
NLRP3 yeast inh: inhibitors of NALP3 inflammasome in yeast. Yeast reconstituted NLRP3/ASC/caspase-1, beta-gal luminescence, 24 h. 0.39% of 330,000 active. inhibition, % at 10 µM. AID 2825;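 active = inhibition of 50% or more; inactive = inhibition below 50%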;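 note: plate controls were induced DMSO wells for no effect and uninduced yeast grown without galactose for full effect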
ATG4B inhibitor: ATG4B (human) cysteine protease inhibition. Q9Y4P1. ATG4B cleavage of LC3-PLA2, NBD-HPC fluorescence, 1 h. inhibition, % at 8.33 µM. 0.51% of 340,000 active. AID 504462; in the data active = inhibition above about 40%
Target sequence (Q9Y4P1 whole entry, looked up): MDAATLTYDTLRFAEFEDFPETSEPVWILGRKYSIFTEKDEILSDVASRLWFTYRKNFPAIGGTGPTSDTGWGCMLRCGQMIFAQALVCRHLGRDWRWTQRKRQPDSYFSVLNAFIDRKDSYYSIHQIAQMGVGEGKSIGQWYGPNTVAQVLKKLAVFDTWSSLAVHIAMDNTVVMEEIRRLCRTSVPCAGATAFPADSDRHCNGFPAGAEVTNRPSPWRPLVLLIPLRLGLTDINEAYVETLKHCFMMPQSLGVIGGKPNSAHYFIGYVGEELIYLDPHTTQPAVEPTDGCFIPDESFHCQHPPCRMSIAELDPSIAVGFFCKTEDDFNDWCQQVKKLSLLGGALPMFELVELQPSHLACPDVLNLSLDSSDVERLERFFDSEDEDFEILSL
mIAP activ: increases mouse intestinal alkaline phosphatase activity; muIAP, CDP-Star luminescence, 30 min; active compounds read high; 1 = vehicle-only enzyme signal, 0 = enzyme-free wells; activation factor at 10 µM; 0.24% of 330,000 active; AID 2805;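 active = activation factor of at least 2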; note: the source names both 10 and 20 µM as test concentration; values of inactives mirror those of a sister screen read the other way
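System: mouse IAP enzyme. Reagent: CDP-Star chemiluminescent phosphatase substrate. Benchmarks: DMSO wells, no-enzyme wells. Times: 30 min enzyme-substrate-compound incubation at room temperature. Detection: luminescence from enzymatic CDP-Star hydrolysis. Doses: test compounds delivered from DMSO solution.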
TIM10 inh: growth inhibitors of TIM10 yeast strain | S. cerevisiae TIM10 strain growth, BacTiter-Glo luminescence, 24 h | inhibition, % at 10 µM | 1.4% of 330,000 active;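 active = inhibition of 40% or more at the single tested concentration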;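 note: wild-type TIM10 isogenic control strain grown at permissive 25 °C; 0% = DMSO yeast wells and 100% = minimal medium wells without yeast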
Active calls of the source: *; . = no result given. Not a hit list (roughly 4.5% active in at least one column).

SMILES	hIAP activ	mIAP inh	tim10-1 inh	hIAP block	Apaf1 inhib	NLRP3 yeast inh	ATG4B inhibitor	mIAP activ	TIM10 inh
CCCCn1c(=O)[nH]c(=O)c2c1nc(-c1ccc(-c3ccccc3Br)o1)n2CCOC	1.1	1	10	-14	23	5	0	0.99	15
CC/C(=N\NC(=O)c1ccc(N(C)C)cc1)c1ccccc1	1.2	-2	-8	-21	-6	11	1	1	-7
Cc1cc(C)n(/N=C/c2cc([N+](=O)[O-])ccc2O)c(=O)c1	1.1	1	3	-6	2	18	9	0.99	6
CC1CCCN(S(=O)(=O)c2ccc(C(=O)Nc3nnc(-c4ccccn4)o3)cc2)C1 (centres undefined)	1.2	12	21	-15	-2	-3	5	0.88	9
CC(C)=C1C2C=CC1C1C(=O)N(c3ccc4c(c3)OCO4)C(=O)C21 (centres undefined)	1	-1	32	-4	-71	18	-3	1	10
Cc1ccc(C(=O)Nc2cccnc2)cc1[N+](=O)[O-]	0.99	-1	-4	1	-6	1	-1	1	-4
Cc1ccc(Nc2cc(C)nc3ncnn23)c(C)c1	1.2	-1	-8	-16	-8	14	-3	1	0
O=C(NCc1ccco1)c1ccc(-c2ccccc2Cl)o1	1	-1	20	-1	9	16	1	1	24
Cc1csc2nc(COC(=O)CNC(=O)c3ccc(Cl)cc3)cc(=O)n12	0.92	12	-10	8	-8	10	11	0.88	-23
CCO[C@@H]1OC(C(=O)NCc2ccccc2)=C[C@H](c2csc3ccccc23)[C@H]1CCCO	0.97	8	22	3	6	4	-7	0.92	14
Cc1cccc(NCc2ccc(O)c3ncccc23)c1C	1.1	5	2	-9	-3	-23	2	0.95	13
CC(=NCCCn1ccnc1)C1=C(O)c2ccccc2C1=O	1	8	-9	-1	-5	12	-10	0.92	-5
Cc1ccccc1OCc1nnc(SCCN2CCCC2)n1-c1ccccc1	1.2	-16	-6	-19	16	-20	-2	1.2	5
CC(NC(=O)/C(C#N)=C1\N=C(NC(=O)c2cccs2)c2ccccc21)c1ccccc1 (centres undefined)	1.1	13	17	-9	9	12	-11	0.87	14
COc1ccc(-c2nc(CCNC(=O)c3ccco3)cs2)cc1OC	0.98	13	6	2	5	18	-2	0.87	-6
S=c1[nH]nc(Cc2cccs2)n1-c1cccc2ccccc12	1.2	8	9	-15	5	22	2	0.92	2
CC(C)Nc1nc(NC(C)C)nc(Oc2ccc(/C=N/O)cc2)n1	0.98	9	14	2	6	-5	-8	0.91	15
CCC(=O)NCc1c(Cl)cccc1-n1cccc1	0.93	0	-7	7	-8	-2	5	1	4
COc1ccc(OC(=O)C2CC(=O)N(c3ccc(C)cc3)C2)cc1 (centres undefined)	1.1	-2	33	-14	5	8	1	1	1
CN1CCCN(C2C3CC4CC(C3)CC2C4)CC1 (centres undefined)	1.1	12	-9	-8	10	-4	-2	0.88	-15
O=C(NCc1cccs1)C1CCN(c2nc3ccccc3o2)CC1	1	7	8	-2	-5	15	6	0.93	6
COC(=O)C1=C(C)Nc2ncnn2C1c1ccc(OCc2ccccc2)cc1 (centres undefined)	1.1	3	-21	-11	-1	4	-2	0.97	-24
COc1ccc(CCC(=O)N2CCN(S(=O)(=O)c3cccc(Cl)c3)CC2)cc1	1	-6	12	-3	4	8	-6	1.1	16
CCN(CC)CCCN(C(=O)c1ccco1)c1nc(-c2ccc(Cl)cc2)cs1	0.65	8	41*	35	26	51*	-9	0.92	15
COC(=O)C/C=C/[C@@H](C)[C@@H](/C=N/OCC[C@@H]1C=C[C@H](OC(C)=O)[C@@H](COC(C)=O)O1)NS(=O)(=O)c1ccc(C)cc1	0.87	-5	5	13	15	-1	.	1	2
Cc1cc(C)c2[nH]c3nc(SCC(=O)O)nnc3c2c1	0.95	8	-9	5	2	22	-1	0.92	8
COc1ccc(NC(=S)NNc2ccc([N+](=O)[O-])cc2S(=O)(=O)Nc2ccc(C)cc2C)cc1	0.99	37	37	1	16	12	43*	0.63	12
CCCN(CC(=O)Nc1ccccc1C)C(=O)CC(NC(=O)c1ccccc1)c1ccccc1 (centres undefined)	1	-14	19	-5	2	28	-12	1.1	13
O=C(NC(=S)Nc1ccc(Cl)c(C(=O)O)c1)c1ccco1	1	10	3	0	-10	7	-2	0.9	16
Nc1ncnc2c1ncn2[C@@H]1O[C@H](CNS(=O)(=O)c2ccc3c(c2)CCN(C(=O)C(F)(F)F)C3)[C@@H](O)[C@H]1O	.	4	4	.	-1	.	-1	0.96	-10
O=C(c1ccc(Cl)c([N+](=O)[O-])c1)N1CCN(c2ccccc2)CC1	0.89	-2	-13	11	-1	29	-2	1	-15
COc1ccc(-n2c(SCC(=O)N3CCCCC3)nc(O)cc2=O)cc1	1	5	7	-4	0	9	-6	0.95	13
Cc1onc(-c2ccccc2Cl)c1C(=O)NCC1CCCO1 (centres undefined)	0.91	-12	-3	9	-11	15	-9	1.1	7
O=C(NCC(=O)N1CCN(S(=O)(=O)c2ccc3c(c2)OCCO3)CC1)c1ccccc1Cl	1.1	-9	0	-10	2	12	-5	1.1	1
CCOC(=O)c1sc(NC(=O)CCN2CCC(C)CC2)c(C(=O)OCC)c1C	1	-2	19	0	10	20	-4	1	27
C/C(=N\Nc1nc(N)cc(Cl)n1)c1ccc(F)cc1	1.1	-3	7	-12	4	-10	-7	1	5
COC(=O)CSc1nnc(COc2ccc([N+](=O)[O-])cc2)n1C	1.2	-1	21	-16	4	19	-6	1	0
O=C(NC1(C(F)(F)F)NC(=O)N(C2CCCCC2)C1=O)c1ccco1 (centres undefined)	1.1	17	10	-5	4	-8	14	0.83	-5
Cc1ccc(C2CC(c3cccs3)=NN2C(=O)CSC2=NN3CCCC(=O)N=C3S2)cc1 (centres undefined)	0.94	-18	50*	6	16	10	-3	1.2	45*
CCOc1ccc(Oc2ccc(C(F)(F)F)cc2N)cc1	0.99	13	19	1	17	8	16	0.87	10
O=c1nc2n(c3ncccc13)CCC2	1	-6	-5	-4	-13	4	-5	1.1	-11
COc1cccc(-c2cc(C(F)(F)F)c(C#N)c(=O)[nH]2)c1	1.1	2	11	-14	0	32	-1	0.98	12
O=[N+]([O-])c1ccc2nc(-c3ccncc3)[nH]c2c1	0.96	5	18	4	-9	16	-6	0.95	11
CCCNC(=O)CN1CCN(c2cc3ccccc3c(Cl)n2)CC1	1	1	5	0	27	13	-2	0.99	6
Cc1nc(-c2cnn(-c3ccccc3)c2)c2cc(C)oc2n1	0.99	-4	24	1	19	27	-8	1	34
Cc1cccc(Nc2nc(N)c([N+](=O)[O-])c(N3CC(C)OC(C)C3)n2)c1 (centres undefined)	0.86	9	8	14	8	15	-7	0.91	24
Cc1ccc(C)c(CN2C(=O)c3ccccc3S(=O)c3ccc(C(=O)N4CCN(c5ccccn5)CC4)cc32)c1 (centres undefined)	1.1	4	20	-9	23	7	3	0.96	20
Cc1cc2cc(CNC(=O)CC(C)C)ccc2n1C	0.9	-5	10	10	-7	-2	-5	1.1	8
O=C(CNC(=O)c1ccco1)N/N=C/c1c[nH]c2ccccc12	1	-13	4	-1	0	7	-3	1.1	5
COc1cc(C)c(Cl)cc1S(=O)(=O)NCC1CCCO1 (centres undefined)	0.99	0	15	1	-12	15	-1	1	0
CCOc1ccc(N2CC(C(=O)NC3CCCCCC3)CC2=O)cc1 (centres undefined)	0.91	0	17	9	3	26	6	0.99	4
O=C(NC1C(=O)NNC1c1ccccc1)c1ccccc1 (centres undefined)	1.1	0	-8	-10	20	7	5	1	0
COc1ccccc1CNc1ncccc1[N+](=O)[O-]	0.94	-2	-5	6	4	50*	-1	1	6
CCOC(=O)Cn1c(=O)c2c(nc(N3CCCCC3)n2Cc2ccccc2)n(C)c1=O	1.1	-2	13	-6	11	5	1	1	17
COc1ccc(C2C(C(=O)Nc3ccccc3)=C(C)Nc3nc(CCCO)nn32)cc1 (centres undefined)	0.88	-1	8	12	-1	6	5	1	-5
Nc1ccc(OCCc2ccccc2)cc1	0.96	-1	6	4	1	17	-1	1	3
O=C(NCc1ccco1)c1cccc(NS(=O)(=O)c2cccc(F)c2)c1	1	-4	-7	-4	1	-2	2	1	-10
COc1ccc(C#Cc2c(-c3ccccc3)n(-c3ccccc3)c3ccc(CO)cc23)cc1	1	-11	13	0	18	2	3	1.1	7
O=C(O)c1nn(CC(=O)N2CCN(c3ncc(C(F)(F)F)cc3Cl)CC2)c(=O)c2ccccc12	1	-1	30	0	23	8	-11	1	1
Cc1cc(C(=O)Nc2cccc(O)c2)c(C)o1	1	-10	-27	-3	-17	2	1	1.1	-17

Single records (already shown). Screens in order: hIAP activ | mIAP inh | tim10-1 inh | hIAP block | Apaf1 inhib | NLRP3 yeast inh | ATG4B inhibitor | mIAP activ | TIM10 inh
Cc1ccc(C)c(CN2C(=O)c3ccccc3S(=O)c3ccc(C(=O)N4CCN(c5ccccn5)CC4)cc32)c1 (centres undefined) is listed as 1.1 | 4 | 20 | -9 | 23 | 7 | 3 | 0.96 | 20
COc1cc(C)c(Cl)cc1S(=O)(=O)NCC1CCCO1 (centres undefined) is listed as 0.99 | 0 | 15 | 1 | -12 | 15 | -1 | 1 | 0
CCOc1ccc(N2CC(C(=O)NC3CCCCCC3)CC2=O)cc1 (centres undefined) is listed as 0.91 | 0 | 17 | 9 | 3 | 26 | 6 | 0.99 | 4
O=C(NCc1ccco1)c1cccc(NS(=O)(=O)c2cccc(F)c2)c1 is listed as 1 | -4 | -7 | -4 | 1 | -2 | 2 | 1 | -10
O=C(NC1C(=O)NNC1c1ccccc1)c1ccccc1 (centres undefined) is listed as 1.1 | 0 | -8 | -10 | 20 | 7 | 5 | 1 | 0

Additional entries follow:
SMILES	hIAP activ	mIAP inh	tim10-1 inh	hIAP block	Apaf1 inhib	NLRP3 yeast inh	ATG4B inhibitor	mIAP activ	TIM10 inh
O=C(CN1CCN(c2ccccn2)CC1)Nc1cccc(C(F)(F)F)c1	0.85	-6	13	15	7	0	-10	1.1	8
CCOP(=O)(OCC)C(Nc1ccccc1)c1ccc2c(c1)OCO2 (centres undefined)	0.88	-2	10	12	-3	6	-10	1	15
O=C(NC(=S)N1CCN(c2ccccc2)CC1)c1ccco1	0.94	6	15	6	-5	29	-3	0.94	-3
COc1ccc2c(c1)c(=O)cc(-c1ccccc1)n2C	1.1	4	5	-14	-2	3	0	0.96	7
Cc1cc(C)c(NC(=O)C2C3/C=C\CCCCC32)c(C)c1 (centres undefined)	0.99	2	11	1	2	1	5	0.98	-15
O=C(NCCc1ccc(Cl)cc1)c1ncn[nH]1	1.1	-2	6	-8	-2	9	-6	1	-12
CC1CCCCC1NC(=O)COC(=O)c1ccc2c(=O)n3c(nc2c1)CCC3 (centres undefined)	1.1	-5	-2	-11	2	11	-5	1.1	-10
O=C(NCc1cccnc1)c1ccccc1[N+](=O)[O-]	1.1	-6	3	-6	3	5	-6	1.1	0
C#CCOCCOCCOCCNc1nc(N2CCOCC2)nc(N2CCN(C(=O)CCCCCCCCCCNC(=O)[C@@H]([C@H](C)CC)n3cc(CCCCCN)nn3)CC2)n1	1.1	-69	9	-8	20	23	-13	1.7	8
COC(=O)c1c(C)[nH]c(C(=O)C(C)OC(=O)c2c(C)noc2C)c1C (centres undefined)	1.1	-14	8	-9	14	5	-2	1.1	-4
COC(=O)c1ccccc1NC(=O)c1cncc(Br)c1	1.6	0	24	-62	-8	19	4	0.99	2
CCC(C#CCN1CCCCC1)(CC)OCCC#N	1	0	-5	-4	-4	3	-7	1	4
CC(C)=C1C2CCC1C(C(=O)Nc1sc(C)c(-c3ccc(C(C)C)cc3)c1C(N)=O)C2C(=O)O (centres undefined)	0.93	11	32	7	31	-3	0	0.89	26
